# High-throughput results from PubChem BioAssay.
# PRC2 inh = EZH2 (human) methyltransferase inhibition; Q15910; inhibition, % at 12.5 µM; hit rate 0.35% among 57,000; PRC2 H3K27 methylation, DELFIA TRF, 1 h; AID 651548;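 active means mean inhibition of replicates at least 50% and every single replicate also reaching 50%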;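 further: dimethyl H3K27 on biotinylated H3 21-44 peptide detected by antibody; plate controls were median neutral control wells for no effect and median positive control wells for full effect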
# IDH1 mut inh = inhibitors of human IDH1 R132H. AID 624101. inhibition, % at 10 µM. O75874. hit rate 0.18% among 70,000. IDH1 R132H reductase, diaphorase/resazurin fluorescence, 60 min; in the data active means inhibition above about 34%;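 further: 0% = DMSO and 100% = no enzyme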
# Target sequence (O75874 whole entry R132H): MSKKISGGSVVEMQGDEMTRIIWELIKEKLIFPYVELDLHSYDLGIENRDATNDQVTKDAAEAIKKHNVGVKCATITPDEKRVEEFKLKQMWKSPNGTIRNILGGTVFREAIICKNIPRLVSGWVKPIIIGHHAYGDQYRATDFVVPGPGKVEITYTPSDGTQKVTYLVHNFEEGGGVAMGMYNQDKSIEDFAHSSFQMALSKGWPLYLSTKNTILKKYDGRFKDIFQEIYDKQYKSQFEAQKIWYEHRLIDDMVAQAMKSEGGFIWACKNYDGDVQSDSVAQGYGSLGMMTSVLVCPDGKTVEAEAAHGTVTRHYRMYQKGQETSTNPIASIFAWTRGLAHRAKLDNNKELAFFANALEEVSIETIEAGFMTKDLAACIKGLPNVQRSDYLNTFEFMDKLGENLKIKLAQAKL
# An asterisk follows results filed as active; . = not tested or not shown. The list is partial, so the mix of outcomes need not match the whole.
no.	smiles	PRC2 inh	IDH1 mut inh
1	COc1ccc(-c2cnc3c(c2)C(=O)N([C@H](C)CO)C[C@H](C)[C@H](CN(C)C(=O)Nc2ccccc2)O3)cc1	.	-1.2
2	C[C@H](CO)N1C[C@H](C)[C@H](CN(C)C(=O)C2CCC2)Oc2ncc(-c3cccnc3)cc2C1=O	7	.
3	C[C@@H]1CN([C@@H](C)CO)C(=O)c2cc(NC(=O)c3ccccc3)ccc2O[C@@H](C)CCCCO[C@H]1CN(C)Cc1ccncc1	6	.
4	CC(C)NC(=O)Nc1ccc2c(c1)C(=O)N([C@@H](C)CO)C[C@@H](C)[C@@H](CN(C)C(=O)C1CCCCC1)OCCCC[C@@H](C)O2	5	-0.1
5	N#C[C@@H]1[C@@H](c2ccc(C#Cc3ccccc3F)cc2)[C@@H](CO)N1C(=O)C1CCC1	.	0.5
6	COCC#Cc1ccc2c(c1)O[C@@H](CN(C)S(=O)(=O)c1cccc(OC)c1)[C@@H](C)CN([C@H](C)CO)S2(=O)=O	.	0.0
7	CO[C@@H]1CN(C)C(=O)c2ccc(NS(=O)(=O)CC(F)(F)F)cc2OC[C@@H](C)NC[C@@H]1C	5	0.1
8	CN(C)c1nc(Nc2nc3ccccc3[nH]2)nc(N(C)C)n1	-9	1.4
9	COC(=O)C[C@@H]1C[C@H]2c3cc(NC(=O)Nc4ccccc4)ccc3O[C@H]2[C@@H](CO)O1	-4	-0.3
10	O=S(=O)(N[C@H]1CC[C@H](CCn2cc(-c3cccnc3)nn2)O[C@@H]1CO)c1ccc(Cl)cc1	6	-0.2
11	O=C(N[C@H]1CC[C@H](CCn2cc(-c3ccccc3F)nn2)O[C@H]1CO)c1ccc2c(c1)OCO2	10	0.2
12	CC(C)NC(=O)Nc1ccc2c(c1)C(=O)N([C@@H](C)CO)C[C@@H](C)[C@@H](CN(C)C(=O)c1ccncc1)OCCCC[C@H](C)O2	-10	0.9
13	C[C@@H]1CN([C@@H](C)CO)C(=O)CCCn2nncc2CO[C@H]1CN(C)C(=O)C1CC1	.	-1.5
14	CC1=CC[C@@]2(C)CC[C@@](O)(C(C)C)[C@@H]2[C@@H](O)C1	-7	0.3
15	C[C@@H]1CN([C@@H](C)CO)C(=O)c2cc(NC(=O)Nc3ccccc3)ccc2O[C@H]1CN(C)C(=O)Nc1cccc2ccccc12	.	0.2
16	CCCC(=O)Nc1ccc2c(c1)C(=O)N(C)C[C@@H](OC)[C@H](C)CN(C(=O)c1ccncc1)[C@H](C)CO2	10	0.2
17	CCC(=O)N1C[C@@H](C)[C@H](OC)CN(C)C(=O)c2cc(NS(=O)(=O)CC)ccc2OC[C@@H]1C	6	0.0
18	CC(C)(O)C(O)COc1c2occc2cc2ccc(=O)oc12 (stereo not given)	5	-0.9
19	Cc1ccc2nc(-c3ccccc3)cc(C(=O)NCCCn3ccnc3)c2c1	-2	2.7
20	C[C@H]1CCCCO[C@@H](CN(C)C(=O)NC2CCCCC2)[C@@H](C)CN([C@@H](C)CO)C(=O)c2cc(NC(=O)NC3CCCCC3)ccc2O1	.	1.8
21	COC(=O)c1ccccc1NC(=O)CNS(=O)(=O)c1cc(Cl)ccc1Cl	15	-0.4
22	COCC(=O)Nc1ccc2c(c1)OC[C@@H](C)N(C(C)=O)C[C@H](C)[C@H](OC)CN(C)C2=O	3	0.0
23	CCCNC(=O)N(C)C[C@@H]1Oc2cc(-c3ccccc3)ccc2S(=O)(=O)N([C@H](C)CO)C[C@@H]1C	2	-0.2
24	C[C@H]1CN([C@@H](C)CO)C(=O)Cc2cc(NC(=O)NC3CCCCC3)ccc2O[C@@H]1CN(C)S(=O)(=O)c1cn(C)cn1	.	-10
25	CO[C@@H]1CN(C)C(=O)c2cc(NS(C)(=O)=O)ccc2OC[C@H](C)N(C(=O)c2ccc3c(c2)OCO3)C[C@@H]1C	8	0.1
26	C[C@@H]1CN([C@H](C)CO)S(=O)(=O)c2ccc(C#CC3CCCCC3)cc2O[C@H]1CN(C)C	-21	0.0
27	Cc1ccc(-c2ccc3c(c2)O[C@@H](CN(C)C(=O)Nc2ccc(C(F)(F)F)cc2)[C@@H](C)CN([C@H](C)CO)S3(=O)=O)cc1	-19	-0.8
28	CCCC#Cc1ccc2c(c1)O[C@H](CN(C)Cc1ccc3c(c1)OCO3)[C@@H](C)CN([C@@H](C)CO)S2(=O)=O	21	-2.0
29	C[C@H](CO)N1C[C@H](C)[C@H](CN(C)Cc2ccc(C(=O)O)cc2)OCCCC[C@H](C)Oc2ccc(NS(=O)(=O)c3cn(C)cn3)cc2C1=O	.	6.1
30	C[C@@H]1CN([C@@H](C)CO)C(=O)c2cccc(NC(=O)CCCCCC(=O)Nc3ccccc3N)c2O[C@H]1CN(C)C(=O)NC1CCCCC1	-15	-0.3

# Entries of single compounds from above:
# Record of `C[C@@H]1CN([C@@H](C)CO)C(=O)c2cccc(NC(=O)CCCCCC(=O)Nc3ccccc3N)c2O[C@H]1CN(C)C(=O)NC1CCCCC1` : PRC2 inh = -15; IDH1 mut inh = -0.3
# Record of `CC1=CC[C@@]2(C)CC[C@@](O)(C(C)C)[C@@H]2[C@@H](O)C1` : PRC2 inh = -7; IDH1 mut inh = 0.3

# (continued)
no.	smiles	PRC2 inh	IDH1 mut inh
31	CO[C@@H]1CN(C)C(=O)c2cc(NC(=O)c3cc(C)on3)ccc2OC[C@H](C)N(C(C)=O)C[C@H]1C	-12	0.1
32	O=C(NCc1cccs1)c1cc(-c2ccccc2)oc1C(F)(F)F	15	0.3
33	C=CC[C@]1(C(=O)NCCCOC)N=C(c2ccc(OCCCO)cc2)O[C@H]1c1ccccc1	-8	.
34	C[C@H](CO)N1C[C@H](C)[C@H](CN(C)S(C)(=O)=O)Oc2c(NC(=O)c3nc4ccccc4s3)cccc2C1=O	.	-14
35	C[C@H]1CN([C@@H](C)CO)C(=O)c2cc(C#CCN(C)C)cnc2O[C@@H]1CN(C)Cc1cccc(C(=O)O)c1	.	0.3
36	C[C@H](CO)N1C[C@H](C)[C@@H](CN(C)CC2CC2)Oc2ccc(NS(=O)(=O)c3cccs3)cc2C1=O	2	-0.2
37	COc1cccc(-c2cnc3c(c2)C(=O)N([C@H](C)CO)C[C@H](C)[C@@H](CN(C)Cc2ccc(C(=O)O)cc2)O3)c1	5	.
38	Cn1c(SCC(=O)c2ccc(F)cc2)nnc1-c1ccc(NC(=O)c2ccccc2Br)cc1	-5	-0.3
39	Cc1cc(C(=O)Nc2cccc3c2O[C@H](CN(C)C(=O)Nc2ccc(F)cc2)[C@@H](C)CN([C@@H](C)CO)C3=O)n(C)n1	3	.
40	COc1ccccc1CNC(=O)C[C@H]1C[C@@H]2c3cc(NC(=O)CC4CC4)ccc3O[C@@H]2[C@H](CO)O1	-23	-0.6
41	COc1cccc(S(=O)(=O)Nc2ccc3c(c2)OC[C@@H](C)N(C(=O)Cc2cccnc2)C[C@H](C)[C@H](OC)CN(C)C3=O)c1	-1	.
42	C[C@H](CO)N1C[C@H](C)[C@H](CN(C)C(=O)Nc2ccccc2)Oc2ncc(-c3ccc(C#N)cc3)cc2C1=O	-18	0.4
43	Cc1noc(C)c1S(=O)(=O)Nc1ccc2c(c1)C(=O)N([C@@H](C)CO)C[C@H](C)[C@@H](CN(C)C(=O)Nc1ccc(F)cc1)O2	.	0.9
44	C[C@@H]1CN([C@H](C)CO)C(=O)Cc2cc(N(C)C)ccc2O[C@H]1CN(C)Cc1ccc(C(F)(F)F)cc1	-3	-3.0
45	O=C(Nc1ccc(Br)cc1)c1cccc(S(=O)(=O)Nc2ccccn2)c1	.	-0.8
46	C[C@@H]1CN([C@H](C)CO)C(=O)c2cc(NC(=O)Nc3ccc(F)cc3)ccc2O[C@H]1CN(C)Cc1ccc2c(c1)OCO2	-5	2.2
47	C[C@H](CO)N1C[C@H](C)[C@@H](CN(C)C(=O)Cc2ccccc2)OCCCC[C@H](C)Oc2ccc(NC(=O)Nc3ccc(F)cc3)cc2C1=O	.	0.7
48	CC(C)NC(=O)N(C)C[C@H]1Oc2ccc(NC(=O)c3ccncc3)cc2CC(=O)N([C@@H](C)CO)C[C@@H]1C	.	0.0
49	COc1cc(OC)c(C(=O)c2ccc(O)cc2)c(OC)c1	2	-1.0
50	COc1ccc(NC(=O)N(C)C[C@@H]2OCc3ccccc3-c3c(n(C)c4ccccc34)C(=O)N([C@@H](C)CO)C[C@@H]2C)cc1	-25	-6.7
51	COc1ccc(NC(=O)N(C)C[C@H]2Oc3c(NS(=O)(=O)c4ccc(OC)cc4)cccc3C(=O)N([C@H](C)CO)C[C@@H]2C)cc1	.	-3.3
52	CO[C@H]1CN(C)C(=O)c2cc(NS(=O)(=O)Cc3ccccc3)ccc2OC[C@H](C)NC[C@H]1C	4	-0.1
53	O=C(Cc1cccnc1)N[C@@H]1CC[C@@H](CCNS(=O)(=O)c2ccccc2Cl)O[C@@H]1CO	-3	0.0
54	O=C(C[C@H]1C[C@H]2c3cc(NC(=O)Nc4ccccc4)ccc3O[C@H]2[C@H](CO)O1)NCc1cccc(F)c1	-6	0.3
55	COc1ccc(C(=O)Nc2ccccc2)cc1S(=O)(=O)NCc1ccco1	-11	0.4
56	Cc1noc(C)c1NC(=O)N(C)C[C@H]1Oc2ccc(NC(=O)NC(C)C)cc2C(=O)N([C@H](C)CO)C[C@@H]1C	.	3.2
57	CO[C@@H]1CN(C)C(=O)c2cc(NC(=O)Nc3cccc(F)c3)ccc2OC[C@H](C)N(C)C[C@H]1C	-4	-0.2
58	CC(C)NC(=O)N(C)C[C@H]1OCCCC[C@@H](C)Oc2ccc(NC(=O)Nc3ccccc3)cc2C(=O)N([C@H](C)CO)C[C@@H]1C	-8	1.4
59	C[C@@H]1CN([C@@H](C)CO)S(=O)(=O)c2ccc(C#C[C@@H](C)O)cc2O[C@H]1CN(C)C(=O)Cc1ccccn1	1	2.8
60	C[C@H](CO)N1C[C@H](C)[C@@H](CN(C)C(=O)Nc2cc(F)ccc2F)Oc2cc(-c3cccc(C#N)c3)ccc2S1(=O)=O	-3	-1.4

# Fetched by compound from the list above (three):
no.	smiles	PRC2 inh	IDH1 mut inh
35	C[C@H]1CN([C@@H](C)CO)C(=O)c2cc(C#CCN(C)C)cnc2O[C@@H]1CN(C)Cc1cccc(C(=O)O)c1	.	0.3
47	C[C@H](CO)N1C[C@H](C)[C@@H](CN(C)C(=O)Cc2ccccc2)OCCCC[C@H](C)Oc2ccc(NC(=O)Nc3ccc(F)cc3)cc2C1=O	.	0.7
32	O=C(NCc1cccs1)c1cc(-c2ccccc2)oc1C(F)(F)F	15	0.3

# (more compounds)
no.	smiles	PRC2 inh	IDH1 mut inh
61	Cc1ccc(S(=O)(=O)N(C)C[C@@H]2Oc3ccc(NC(=O)Cc4ccccc4)cc3C(=O)N([C@@H](C)CO)C[C@H]2C)cc1	1	-0.1
62	COCC(=O)N1C[C@@H](C)[C@H](OC)CN(C)C(=O)c2cc(NC(=O)Nc3cccc(F)c3)ccc2OC[C@@H]1C	3	-0.1
63	C[C@H](CO)N1C[C@H](C)[C@@H](CN(C)CC2CC2)Oc2ccc(NC(=O)NC3CCCCC3)cc2CC1=O	.	7.5
64	O=C(N[C@@H]1CC[C@@H](CCNS(=O)(=O)c2ccccc2)O[C@@H]1CO)c1cccc(F)c1	5	0.4
65	COc1ccc(S(=O)(=O)N(C)C[C@@H]2Oc3c(NC(=O)CCCCCC(=O)Nc4ccccc4N)cccc3C(=O)N([C@H](C)CO)C[C@H]2C)cc1	0	0.1
66	COC(=O)c1cc(Br)ccc1NC(=O)COc1ccc(Cl)cc1C	11	0.0
67	Cc1ccc2cccc(S(=O)(=O)n3nc(C)cc3C)c2n1	8	-1.0
68	COc1cccc2cc(C(=O)C3C(=O)C(=O)N(CCN4CCOCC4)C3c3cccc(Br)c3)oc12 (stereo not given)	-15	-0.4
69	O=C(C[C@H]1CC[C@H](NC(=O)C2CC2)[C@@H](CO)O1)NCc1ccccc1Cl	1	0.4
70	C[C@@H]1CCCCO[C@H](CN(C)Cc2ccncc2)[C@H](C)CN([C@@H](C)CO)C(=O)c2cc(NS(=O)(=O)c3ccccc3)ccc2O1	.	11
71	Nc1cc(N)nc(SCC(=O)c2ccc(Br)cc2)n1	17	0.5
72	O=C(N[C@H]1CC[C@@H](CCn2cc(-c3ccccc3)nn2)O[C@@H]1CO)c1cnccn1	0	-0.7
73	C[C@@H]1CCCCO[C@H](CN(C)S(=O)(=O)c2ccc(Cl)cc2)[C@@H](C)CN([C@@H](C)CO)C(=O)c2cc(NS(=O)(=O)c3cn(C)cn3)ccc2O1	.	-1.1
74	CNC1CCc2cc(OC)c(OC)c(OC)c2-c2ccc(OC)c(=O)cc21 (stereo not given)	.	2.0
75	O=C(N[C@@H]1CC[C@@H](CC(=O)N2CCN(c3ccccc3)CC2)O[C@@H]1CO)c1ccncc1	30	0.0
76	O=C(CSC1CC(=O)N(c2ccc(I)cc2)C1=O)Nc1cccc(F)c1 (stereo not given)	-2	0.4
77	C[C@@H]1CN([C@@H](C)CO)C(=O)c2cc(-c3ccc(C(=O)N(C)C)cc3)cnc2O[C@@H]1CN(C)Cc1ccc(C(=O)O)cc1	0	7.7
78	Cc1cc([N+](=O)[O-])nn1CC(=O)Nc1cc(F)ccc1F	-4	0.3
79	C[C@@H]1CN([C@@H](C)CO)C(=O)c2cc(NC(=O)C3CC3)ccc2O[C@H]1CN(C)C(=O)Nc1cccc2ccccc12	.	-0.4
80	C[C@@H]1CCCCO[C@H](CN(C)C(=O)Nc2ccc(F)cc2)[C@H](C)CN([C@@H](C)CO)C(=O)c2cc(NS(=O)(=O)c3cn(C)cn3)ccc2O1	.	0.8
81	C[C@H]1CN([C@@H](C)CO)C(=O)c2cccc(NS(=O)(=O)c3cccs3)c2O[C@@H]1CN(C)Cc1ccc(C(=O)O)cc1	.	1.0
